Source: PubChem BioAssay
CRFBP-R2 agonist: CRF-BP/CRF-R2 complex agonism; activation, % at 13.2 µM; actives 0.46% (n = 350,000); HEK293 CRF-R2/CRF-BP, calcium dye fluorescence (FLIPR); percent of saturating CRF peptide response;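 active = activation of at least 50%, plus an integration ratio under a set limit after plate pattern correction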;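 also: plate controls were neutral control wells without compound for no effect and CRF at EC100 for full effect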
PHOSPHO1 inh: PHOSPHO1 (human) inhibition; Q8TCT1; recombinant PHOSPHO1, absorbance phosphatase assay; inhibition, % at 13.3 µM; actives 1.1% (n = 290,000); in the data active = inhibition above about 60%
Target sequence (Q8TCT1 whole entry, looked up): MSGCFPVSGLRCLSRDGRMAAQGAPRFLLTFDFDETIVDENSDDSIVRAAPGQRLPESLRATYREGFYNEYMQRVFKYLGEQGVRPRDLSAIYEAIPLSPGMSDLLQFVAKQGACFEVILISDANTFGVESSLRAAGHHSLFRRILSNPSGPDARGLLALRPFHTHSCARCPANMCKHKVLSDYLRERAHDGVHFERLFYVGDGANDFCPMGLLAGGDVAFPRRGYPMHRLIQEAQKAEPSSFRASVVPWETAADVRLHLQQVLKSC
IDE inh: inhibits human insulin-degrading enzyme in HEK cells. inhibition, % at 5.59 µM. actives 0.41% (n = 320,000). P14735. FAbetaB cleavage, fluorescence polarization. AID 434962;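 active = percent inhibition above the average of all tested compounds plus 3 SD, set per screening campaign, cut at about 16% in these data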;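 also: IDE supplied by intact live HEK cells; FP after avidin binding of uncleaved biotin substrate so inhibition keeps polarization high; 0% = DMSO wells and 100% = 60 µM reference IDE inhibitor Ii1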
CHRM4 PAM: potentiates acetylcholine response at human M4 receptor | P08173 | CHO-K1 hM4/Gqi5, Fluo-8 calcium fluorescence, ACh EC20; 0% = ACh EC20, 100% = maximal ACh | actives 0.4% (n = 360,000) | activation, % at 3 µM | AID 624126;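 active = activation above its plate's cutoff, the mean activation of sample wells plus 3 SD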; also: some results filed as inactive read as strong as hits
CRFR2-BP antag: antagonists of CRF-binding protein/CRF-R2 receptor complex; HEK293 CRF-R2/CRF-BP, CRF-induced calcium fluorescence; inhibition, % at 11.8 µM; actives 0.59% (n = 350,000);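 active = inhibition of the ligand-induced calcium signal above about 50% at the single tested concentration, limit read from the data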
IDE act: IDE (human) activation, cell-based. P14735. HEK cells, FAbeta-B cleavage, fluorescence polarization; 0% vehicle, 100% cell-free pure enzyme wells. activation, % at 5.96 µM. actives 0.073% (n = 340,000). AID 493087;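 active = activation above the mean of all tested compounds plus 3 SD, set per screening campaign, cut at about 17% in these data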
MEKK3 PB1 HTS: MEKK3-MEK5 PB1 interaction, increase or decrease; Q99759; bead-based flow cytometry, Alexa488-MEK5 binding to MEKK3; actives lie on both sides; 0 = blocked by unlabeled MEK5, 100 = vehicle; binding response (% of control), % at 10 µM; actives 1.4% (n = 290,000); AID 1529;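 active = binding response more than 3 SD above or below the average of its plate-row segment, actives on both sides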;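 also: Alexa488 bead fluorescence after subtracting the streptavidin-only scavenger bead signal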
GalR3 antag: human GalR3 antagonism. O60755. HEK293 GalR3-CNG cAMP membrane potential fluorescence; galR3 body fused to GalR1 C-terminus. inhibition, % at 3 µM. actives 0.44% (n = 360,000);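 active = inhibition above the screen-wide average plus 3 SD, cut at about 13% in these data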;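 also: forskolin and galanin both at EC90 stimulate the cells; cAMP rise reported by CNG channel membrane potential dye signal; 0% = forskolin plus galanin with DMSO and 100% = forskolin alone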
Target sequence (O60755 1-299 limits assumed): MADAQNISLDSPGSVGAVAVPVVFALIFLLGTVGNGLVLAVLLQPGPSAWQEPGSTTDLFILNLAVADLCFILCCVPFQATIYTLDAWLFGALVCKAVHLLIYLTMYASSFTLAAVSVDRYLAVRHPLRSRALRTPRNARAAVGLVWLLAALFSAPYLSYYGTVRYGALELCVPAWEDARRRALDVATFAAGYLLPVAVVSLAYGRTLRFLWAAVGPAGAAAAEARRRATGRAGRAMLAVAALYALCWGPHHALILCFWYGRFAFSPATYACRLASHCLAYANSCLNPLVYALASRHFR
pCIP destab: compounds decreasing mouse p/CIP protein stability. Q05BA5. F442A p/CIP-EGFP cells, EGFP fluorescence, 16 h. decrease of EGFP signal, % at 10 µM. actives 0.01% (n = 290,000);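 active = EGFP signal decrease of at least 30% at 10 µM or well 3 SD below plate mean, unless failing retest; inactive = the rest, including hits failing retest or dose response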; also: some compounds called inactive have numbers as strong as hits; many of its hits are not listed in these tables
* = called active by the depositor; nt = no result given; [ ] = dose if it differs, or a comment.

CRFBP-R2 agonist,PHOSPHO1 inh,IDE inh,CHRM4 PAM,CRFR2-BP antag,IDE act,MEKK3 PB1 HTS,GalR3 antag,pCIP destab,Structure
0.9,18,-2,12,-73,nt,71*[inhibitor],-5,-13,O=C(O)c1ccccc1/C=N/N1CCN(C2c3ccccc3-c3ccccc32)CC1
-0.6,23,5,2,32,0,94,nt,-9,COc1ccc(-n2c(SCC#N)nnc2-c2ccc(NS(=O)(=O)c3ccc(C)cc3)cc2)cc1
-1.2,-18,-1,4,-3,0,102,2,-5,CCCc1nnc(N2C(=O)c3cccc4cccc(c34)C2=O)s1
2.2,6,4,-9,-10,3,104,2,1,Cc1ncoc1C(=O)N1CCCC(C(=O)c2cccc3ccccc23)C1 (stereo unspecified)
-1.6,32,-2,-2,41,5,106,1,-10,COc1cc(C(=O)Nc2cccc(C)c2C)c(Br)c(OC)c1OC
0.8,16,-6,3,-8,7,92,-2,14,O=c1ccnc2n1COCS2
-0.3,-4,-5,3,5,1,100,-12,7,COc1ccc2[nH]cc(CCNC(=O)c3ccccc3Cl)c2c1
5.8,-3,-3,4,-30,0,104,-5,-8,COc1ccc(C(=O)N(CCN2CCOCC2)CC(=O)NC2CCCC2)cc1OC
nt,19,1,nt,nt,nt,106,-1,-2,CCCC1CC(=O)OC1(C)C(=O)CSc1n[nH]c(-c2ccccc2)n1 (stereo unspecified)
1.3,5,-1,0,-4,5,104,-7,-4,O=C1CCCC2=C1C(c1cccs1)n1nc(SCc3ccccc3F)nc1N2 (stereo unspecified)
0.6,25,2,1,6,-1,102,3,-8,Cc1ccc(NC(=O)OCCNC(=O)OC(C)C)cc1
0.0,15,-3,-3,-2,6,103,-4,-11,CC(=O)Nc1cccc(NC(=O)C2CCN(C(=O)c3ccco3)CC2)c1
0.3,-3,2,-11,6,4,95,-6,-5,CC(C)N1CCN(Cc2ccc3c(c2)Cc2ccccc2-3)CC1CCO (stereo unspecified)
-0.4,nt,nt,6,0,4,nt,3,nt,COCCN(CC(=O)Nc1cccc(C)c1C)C(=O)c1ccc(S(=O)(=O)N2CCOCC2)cc1
1.6,26,0,4,-3,-1,99,-6,0,COc1ccc(N(CCC#N)S(=O)(=O)c2ccc(Cl)cc2)cc1
-2.3,10,-5,-5,22,9,97,-4,-8,Cc1oc(-c2cccs2)nc1CS(=O)CC(=O)NCCCOC(C)C (stereo unspecified)

Rewritten with tabs: entries from further up
structure	CRFBP-R2 agonist	PHOSPHO1 inh	IDE inh	CHRM4 PAM	CRFR2-BP antag	IDE act	MEKK3 PB1 HTS	GalR3 antag	pCIP destab
Cc1ccc(NC(=O)OCCNC(=O)OC(C)C)cc1	0.6	25	2	1	6	-1	102	3	-8
CC(=O)Nc1cccc(NC(=O)C2CCN(C(=O)c3ccco3)CC2)c1	0.0	15	-3	-3	-2	6	103	-4	-11
CC(C)N1CCN(Cc2ccc3c(c2)Cc2ccccc2-3)CC1CCO (stereo unspecified)	0.3	-3	2	-11	6	4	95	-6	-5
COCCN(CC(=O)Nc1cccc(C)c1C)C(=O)c1ccc(S(=O)(=O)N2CCOCC2)cc1	-0.4	nt	nt	6	0	4	nt	3	nt
COc1ccc(N(CCC#N)S(=O)(=O)c2ccc(Cl)cc2)cc1	1.6	26	0	4	-3	-1	99	-6	0

(listing goes on)
CRFBP-R2 agonist,PHOSPHO1 inh,IDE inh,CHRM4 PAM,CRFR2-BP antag,IDE act,MEKK3 PB1 HTS,GalR3 antag,pCIP destab,Structure
8.9,3,2,-4,11,6,99,-6,17,COc1cc(CNC(=O)CCC(=O)N2C[C@H]3C[C@H](C2)c2cccc(=O)n2C3)cc(OC)c1OC
-3.3,22,0,0,5,2,97,51*,-22,CC(=O)N1c2ccc(S(=O)(=O)N3CCC(C(=O)Nc4cccc(C)n4)CC3)cc2CC1C (stereo unspecified)
1.2,-17,-4,7,5,2,112,1,-14,CCOC(=O)CNC(=O)C1c2cc(OC)c(OC)cc2C(=O)N(C)C1c1ccccc1F (stereo unspecified)
-4.5,5,10,8,-25,-16,96,-1,-2,CCOC(=O)N1CCN(C(=O)CSCC(=O)Nc2nc(-c3ccc(Cl)s3)cs2)CC1
1.0,-6,0,-22,-7,1,106,-2,-14,c1ccc2c(c1)OCC(CNc1ncnc3nc[nH]c13)O2 (stereo unspecified)
-1.2,nt,8,1,1,5,nt,-1,nt,Cc1noc(C)c1NC(=O)Nc1ccc2c(c1)C(=O)N([C@H](C)CO)C[C@H](C)[C@@H](CN(C)C(=O)Nc1c(C)noc1C)O2
-0.8,97*,7,-8,10,-4,83,1,10,O=C(O)c1ccc(/C=N/n2cc(-c3ccccc3)[nH]c2=S)cc1
-4.1,36,1,-2,-1,3,97,-8,11,COc1cccc(CNC(=O)CN2C(=O)CSc3ccc(S(=O)(=O)N4CCCCC4)cc32)c1
-0.6,23,4,6,2,2,104,0,3,COc1cccc(-c2cccc(NC(=O)C3CCN(C4CCC4)CC3)c2)c1
-2.5,-22,5,-3,8,-1,90,-4,2,CCC(C)C(=O)N1CCCC(c2nc(-c3cccs3)no2)C1 (stereo unspecified)
3.9,nt,nt,0,14,nt,nt,-7,nt,COc1ccc(-n2nc3c(c2NC(=O)COc2ccccc2OC)CS(=O)(=O)C3)cc1
-0.2,6,-1,0,1,0,134*,-2,-24,COc1c(/C=N/NC(=O)c2ccccc2O)c(CCN(C)C(C)=O)cc2c1OCO2
-2.5,-41,1,4,-2,7,104,-3,-8,CCN(CC)S(=O)(=O)c1ccc(NN)nc1
-3.1,-16,2,-1,-28,4,104,-2,5,Cc1ccc(S(=O)(=O)NNC(=O)C(O)(c2ccccc2C)c2ccccc2C)cc1
-2.1,37,-3,9,11,6,107,-6,-1,O=C(CCNC(=O)c1ccccc1Cl)Nc1nnc(C2CC2)s1
1.1,-4,6,4,-6,1,101,-7,-7,O=S(=O)(c1ccc(Cl)cc1)N1CN(CC2CCCO2)c2nc3ccccc3nc21 (stereo unspecified)
14,29,0,3,13,4,104,-10,3,CCCCCCNC(=O)c1cc(S(=O)(=O)N2CCc3ccccc32)ccc1F
0.2,8,3,0,0,-1,100,-10,-3,O=C(CCNC(=O)N1CC(=O)Nc2ccccc21)Nc1ccc(Cl)cc1
-0.8,5,-1,3,10,8,102,-2,-1,Cc1ccc2c(c1)NC(=O)C(CC(=O)NCCCN1CCCC1)O2 (stereo unspecified)
-2.3,2,6,-7,47,9,100,5,-4,Cc1ccc(C)n1-c1sc2c(c1C#N)CCCC2
-0.6,17,3,-2,-33,2,101,1,-9,Cc1ccc(NC(=O)CN2C(=O)COc3ccc(S(=O)(=O)N4CCCC4)cc32)cc1C
0.3,-8,4,6,4,4,101,-2,-7,CCOc1ccccc1NC(=O)N1CCCC(c2nc3c(nnn3Cc3ccc(C)cc3)c(=O)[nH]2)C1 (stereo unspecified)
0.1,nt,2,5,0,0,nt,-3,nt,Cc1ccc(OCC(=O)c2c(N)n(C)c(=O)n(C)c2=O)c([N+](=O)[O-])n1
1.1,6,-2,-1,-10,0,102,0,-6,CC(C)Cc1nc2sc3c(c2c(=O)n1N)CC(C)(C)OC3
-1.4,-2,0,1,-4,-3,102,-1,-11,O=C1NC(=Nc2ccccc2)c2c1cccc2[N+](=O)[O-]
-2.2,nt,7,4,-6,2,nt,2,nt,CC(O)[C@H]1CNCCN1CC1(c2ccccc2)CC1 (stereo partly specified)
-1.5,nt,nt,6,11,nt,nt,-4,nt,N#Cc1ccc(NC(=S)NC(=O)C2CC2)cc1
-0.7,24,-5,-4,13,-6,105,-3,8,COC(=O)c1cc(CNC(=O)c2sccc2-c2ccccc2)ccc1OC
-0.6,-3,-3,-9,-1,0,95,-3,-17,COc1ccccc1NS(=O)(=O)c1cccc(NC(=O)NC2CCCCC2)c1
0.5,31,4,-2,3,4,102,-9,-9,Cc1ccc(NC(=O)C2C3C=CC4(O3)C2C(=O)N(CCCN2CCCC(C)C2)C4C(=O)NC2CCCCC2)cc1 (stereo unspecified)
0.2,40,7,-5,1,1,105,1,6,COCCCNc1nc2ccccc2[nH]c1=O
-3.3,27,1,3,-7,3,106,nt,-22,C#CC(=O)N(c1cc(OC)ccc1OC)C(C(=O)NC1CCCC1)c1cccs1 (stereo unspecified)
2.0,-20,-3,9,3,-4,104,4,-4,CCCc1nnc(NC(=O)NCCN2C(=O)C3C4C=CC(C4)C3C2=O)s1 (stereo unspecified)
0.7,27,-7,-9,-7,9,69*[inhibitor],1,0,O=C(Nc1ccc(F)cc1)Nc1ccc(Oc2ncnc3cc(Cl)ccc23)nc1
-0.9,14,3,-6,8,1,91,-6,-34,CC1CC(C)(C)NC(=O)O1 (stereo unspecified)
4.6,5,2,-6,-17,1,104,-1,-3,OCCC1CN(C2CSCCSC2)CCN1Cc1ccccc1 (stereo unspecified)
2.0,39,2,-5,1,nt,101,-4,-9,O=C(Nc1ccc(N2CCOCC2)nc1)c1c(F)cccc1F
-0.1,0,-2,0,-2,3,102,nt,-4,CCc1ccccc1NC(=O)c1cc(C2CC2)on1
22,-4,0,0,-1,2,121,-3,14,CCOC(=O)CC(=O)CSc1nc2cc(C)ccc2cc1C
1.6,14,0,5,1,1,94,-1,13,N/C(=N\OC(=O)c1ccc(Cl)cc1)c1ccn[nH]1
-0.8,37,13,0,-11,3,107,-5,-63,CC(C)N1CCc2c(sc(NC(=O)c3nc4ccccc4s3)c2C(N)=O)C1
-4.7,-10,3,1,8,6,97,-5,-6,CCOC(=O)C1CCN(C(=O)c2sc3ncnc(N4CCC(C)CC4)c3c2C)CC1
nt,5,11,nt,nt,nt,102,nt,-1,CCN1CCN(C2CC(=O)NC2=O)CC1 (stereo unspecified)
5.0,12,4,-9,14,-6,95,-11,-19,CCN(CC1COc2ccccc2O1)C(=S)NCCCN(C)C (stereo unspecified)
0.5,-12,4,3,-14,2,112,-5,-19,O=C(NCc1cccs1)c1cc(-c2cccc(Cl)c2)on1
